Assay outcomes from PubChem.
MPTP block – inhibitors of mitochondrial permeability transition pore. isolated mouse mitochondria, Ca2+ swelling absorbance, 30 min. 360,000 compounds, 1.4% hits. inhibition, % at 10 µM;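 active means inhibition of 50% or more, scaled per plate between neutral and stimulator controls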;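 further: 0% = DMSO wells given calcium and 100% = 1 mM EGTA wells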
Starred values were filed as active, the others as inactive.

1	COc1ccc(C(CNC(=O)CCNS(=O)(=O)c2ccccc2)N2CCOCC2)cc1 (configuration not stated)
  MPTP block = -0.7
2	C[C@H](CO)N1C[C@H](C)[C@H](CN(C)S(C)(=O)=O)OCc2ccccc2-c2c(n(C)c3ccccc23)C1=O
  MPTP block = -0.9
3	CC1(C(=O)Nc2cccc(C#N)c2)CCN1C(=O)C1(c2ccccc2)CC1 (configuration not stated)
  MPTP block = 3.4
4	CCOC(=O)C1CCCN(C(=O)c2[nH]c(C(F)(F)F)nc2-c2ccccc2)C1 (configuration not stated)
  MPTP block = -1.6
5	S=C(NN=Cc1ccccn1)Nc1ccccn1
  MPTP block = -1.8
6	CC(=O)N1N=C(c2ccc(Br)cc2)CC1c1cccc([N+](=O)[O-])c1 (configuration not stated)
  MPTP block = 0.1
7	CC(C)NC(=O)C1(C)CSCC(=O)N1Cc1cccc(F)c1 (configuration not stated)
  MPTP block = -0.4
8	CCCCNC(=O)C1(C)CCN1C(=O)c1ccc(OC)c(F)c1 (configuration not stated)
  MPTP block = -1.0
9	O=C(C#Cc1ccccc1)c1ccccc1
  MPTP block = -1.1
10	NC(c1csc(Nc2cc(NCc3ccco3)ncn2)n1)c1ccccc1Cl (configuration not stated)
  MPTP block = 3.3
11	Cc1nc(NC(=O)c2ccccc2)sc1-c1cc(C(=O)NCCO)nn1Cc1ccccc1
  MPTP block = -2.0
12	CCOC(=O)C1(C)CCN1C(=O)c1cccc(OC)c1 (configuration not stated)
  MPTP block = 0.2
13	CC(O)(c1cccc(F)c1)c1nc(-c2ccc(Cl)cc2)cs1 (configuration not stated)
  MPTP block = 2.4
14	COCCNC(=O)C1(C)CCN(Cc2csc(-c3ccc(Cl)cc3)n2)C1 (configuration not stated)
  MPTP block = 0.6
15	CCc1noc(C)c1C(=O)N(CC)CC(=O)NCc1ccc(F)cc1
  MPTP block = 0.6
16	Cc1cccc(NC(=O)c2ncn3c2C(=O)N[C@H](C)C3)c1
  MPTP block = -0.3
17	CCC(c1nnnn1-c1c(C)cccc1C)N1CCCN(Cc2ccc(F)cc2)CC1 (configuration not stated)
  MPTP block = -1.0
18	COC(=O)C1=CN(c2c(C)cc(C)cc2C)C(N)=C(C#N)C1c1cccc(F)c1 (configuration not stated)
  MPTP block = 1.1
19	C[C@@H]1CNC(=O)c2c(C(=O)Nc3ccc(CNC(=O)OC(C)(C)C)cc3)ncn21
  MPTP block = 0.2
20	Cc1ccccc1Nc1n[nH]c(=S)s1
  MPTP block = -0.7
21	O=P(c1ccccc1)(c1ccccc1)C(O)c1cccs1 (configuration not stated)
  MPTP block = -1.6
22	Fc1cccc(Cc2c(-c3ccco3)nc3ccc(Br)cn23)c1
  MPTP block = -1.9
23	COc1ccc(CCNC(=O)Nc2nc(C(N)CCc3ccccc3)cs2)cc1OC (configuration not stated)
  MPTP block = 0.4
24	COc1cc(C)ccc1S(=O)(=O)NC(=O)C1(C)CCN1C(=O)c1ccc(C2CCCCC2)cc1 (configuration not stated)
  MPTP block = 1.2
25	Cc1cncc(N2CCN(c3ccccn3)CC2)n1
  MPTP block = 0.8

26	CCN(CC)C(=O)C1=C(C)N(CCCN2CCCC2=O)C(=O)C(CC(=O)NCCCN(C)C)C1 (configuration not stated)
  MPTP block = -1.3
27	COc1cccc(Nc2nc(C(N)CCc3ccccc3)cs2)n1 (configuration not stated)
  MPTP block = 5.5
28	CCC(C(=O)NC1CCCC1)n1c(-c2ccnc3ccccc23)nc2ccccc21 (configuration not stated)
  MPTP block = 4.0
29	COC(=O)[C@@]1(Cc2ccc(OC)cc2)[C@H]2c3cc(C(=O)N4CCCC4)n(Cc4ccc(S(C)(=O)=O)cc4)c3C[C@H]2CN1C(=O)c1ccccc1
  MPTP block = -0.3
30	CC1(C(=O)NS(=O)(=O)c2ccc(C#N)cc2)CCN1C(=O)C1(c2ccc(Cl)cc2)CCC1 (configuration not stated)
  MPTP block = 0.6
31	O=C(c1[nH]c(C(F)(F)F)nc1-c1ccccc1)N1CCCN(Cc2ccc(F)cc2)CC1
  MPTP block = -0.9
32	O=C(NCc1cccc(C(F)(F)F)c1)c1csc([C@@H]2C[C@H](O)[C@@H](CO)O2)n1
  MPTP block = 0.3
33	COCCN(CCOC)Cc1cc(=O)oc2cc(OC)c(Cl)cc12
  MPTP block = -1.5
34	O=C(CC1SCCNC1=O)NCc1ccccc1 (configuration not stated)
  MPTP block = -2.3
35	O=C(c1ccco1)N1CCN(C2CN(Cc3ccc(F)cc3)S(=O)(=O)C2)CC1 (configuration not stated)
  MPTP block = 0.0
36	Cc1ccc2nc(-c3cccc(Br)c3)c(Cc3ccccn3)n2c1
  MPTP block = -1.1
37	CC(C)(C)Cc1c(-c2ccc(C#N)cc2)nc2ccc(Cl)cn12
  MPTP block = 0.1
38	COc1cccc2sc(=NC(=O)CS(=O)(=O)c3ccccc3)n(C)c12
  MPTP block = -0.3
39	O=C(C(=O)N1CCN(c2ccccc2)CC1)c1ccc2c(c1)OCO2
  MPTP block = 3.4
40	Cc1ccc(S(=O)(=O)N(C)C[C@@H]2OCc3cn(nn3)CCCC(=O)N([C@@H](C)CO)C[C@H]2C)cc1
  MPTP block = 0.3
41	COc1cccc(CNC(=O)c2cc3c(c(-c4cccc(-c5cccc(C#N)c5)c4)n2)[C@H](CCO)N(S(=O)C(C)(C)C)C3)c1 (some centres not stated)
  MPTP block = 1.7
42	O=S1(=O)c2ccc(Br)cc2N2CCC[C@@H]2CN1Cc1ccc(Cl)cc1
  MPTP block = -0.2
43	COc1ccc(Cl)cc1-c1cc(C(=O)NCc2cccc(C(F)(F)F)c2)[nH]n1
  MPTP block = 1.0
44	O=C(NCCN1CCC(n2c(=O)[nH]c3ccccc32)CC1)c1ccncc1
  MPTP block = -0.4
45	COCCNC(=O)C1(C)CCN(C(=O)c2sc(-c3ccccc3)nc2C)C1 (configuration not stated)
  MPTP block = 1.3
46	C[C@H]1CN([C@@H](C)CO)C(=O)CCCn2cc(nn2)CO[C@@H]1CN(C)S(=O)(=O)c1cccc(C#N)c1
  MPTP block = -0.2
47	CCNC(=O)C1CCCN(C(=O)c2cccc3ccccc23)CC1 (configuration not stated)
  MPTP block = 0.2
48	COc1cc2c(cc1O)C(CSC)Cc1cc3c(cc1N(C)CC2)OCO3 (configuration not stated)
  MPTP block = 1.5
49	CCc1nc2c(OCCC3CCCCC3)cccn2c1N(C=O)Cc1ccccc1
  MPTP block = 0.5
50	COc1cc(CCN=Cc2cc(Cl)cc(Cl)c2O)c([N+](=O)[O-])cc1OC
  MPTP block = -0.9

51	COc1cccc(CNC(=O)c2cc(S(=O)(=O)N3CCCCC3)ccc2C)c1
  MPTP block = 0.5
52	CCc1nc2ccc(C(=O)Nc3cccc(OCC(=O)N(C)C)c3)cn2c1N(C)C(=O)c1ccncc1
  MPTP block = -2.1
53	CCCCC(=O)N(C)c1c(CC)nc2c(OCC(=O)C(C)(C)C)cccn12
  MPTP block = -1.1
54	O=C(NCc1cccc(C(F)(F)F)c1)c1csc([C@@H]2O[C@H](CO)[C@H](O)[C@H](O)[C@H]2O)n1
  MPTP block = -0.1
55	C#CCN(C[C@@H]1[C@@H](OC(=O)Nc2cccs2)[C@@H](OC(=O)Nc2cccs2)Cn2c(=O)ccc(=O)n21)S(=O)(=O)c1ccc(C)cc1
  MPTP block = -0.4
56	CC(O)(c1ccc(F)c(F)c1)c1nc(-c2csc3ccccc23)cs1 (configuration not stated)
  MPTP block = 0.1
57	CCOC(=O)N(C)C[C@H]1OCc2cnnn2CCCC(=O)N([C@H](C)CO)C[C@H]1C
  MPTP block = -0.2
58	COC(=O)c1cc(C)nc(Nc2nc(C(N)Cc3ccc(Cl)cc3)cs2)n1 (configuration not stated)
  MPTP block = 4.4
59	CC1CCCCC1NC(=O)CN1CCC(NC(=O)C(C)(C)C)CC1 (configuration not stated)
  MPTP block = -0.7
60	CCc1nc2ccc(C(=O)N3CCCCC3)cn2c1N(CCC(C)C)CCN(C)C
  MPTP block = -0.1
61	C[C@H]1Cn2cnc(C(=O)N[C@H](C)c3ccccc3)c2C(=O)N1
  MPTP block = -0.1
62	CCCCCCCCN1C(=O)[C@H](CC(=O)N2CCC(c3ccccc3)CC2)C[C@@]2(C(=O)OC)CCCCC=C12
  MPTP block = -0.4
63	CCCCCc1c(-c2cccc(OC)c2)ncn1CCc1ccccc1OC
  MPTP block = 7.3
64	O=C(OCCO)c1c(-c2ccccc2)oc2c1C(OCCO)CCC2 (configuration not stated)
  MPTP block = -0.9
65	Cc1ccc(Cc2c(-c3ccccc3)nc3cc(C)ccn23)cc1
  MPTP block = -0.5
66	CCCC(=O)N1CCC1(C)C(=O)Nc1ccc(C)cc1 (configuration not stated)
  MPTP block = 0.2
67	COc1ccc(-c2c(C(=O)c3ccc(Br)cc3)[nH]c(N)c2C(=O)c2ccccc2)cc1OC
  MPTP block = 1.1
68	OC[C@@H]1CN(Cc2ccncc2)C[C@H](n2cnc3c(N4CCOCC4)ncnc32)O1
  MPTP block = -0.1
69	Nc1ccn([C@@H]2O[C@H](CNCc3ccc(Oc4cc(-n5cccn5)ncn4)cc3)[C@@H](O)[C@H]2O)c(=O)n1
  MPTP block = -2.1
70	O=C1C(=Cc2cccc(Cl)c2)CCc2ccccc21
  MPTP block = 1.6
71	COc1ccccc1S(=O)(=O)N(C)C[C@@H]1OCc2cnnn2CCCC(=O)N([C@@H](C)CO)C[C@@H]1C
  MPTP block = -1.5
72	CCC(C(=O)Nc1c(C)cccc1C)n1c(-c2cnc(C)cn2)nc2ccccc21 (configuration not stated)
  MPTP block = 2.8
73	O=S1(=O)CC(N2CCCCC2)CN1C1CCCCC1 (configuration not stated)
  MPTP block = 1.2
74	Nn1c(SCC(=O)NC2CCCC2)nnc1C(F)(F)F
  MPTP block = -1.4
75	C[C@@H]1CN([C@@H](C)CO)C(=O)c2cc(NS(C)(=O)=O)ccc2O[C@@H](C)CCCCO[C@H]1CN(C)Cc1ccc2c(c1)OCO2
  MPTP block = -0.3

Continued.
nr	SMILES	MPTP block
76	CCN(CC)C(=O)c1csc(COCCO)n1	-0.9
77	CCC(=O)N1Cc2cc(C(=O)NCc3cccc(F)c3)nc(-c3cccc(C4=CCCC4)c3)c2[C@H]1CCO	-0.8
78	COc1ccc(CCNC(=O)CNC(=O)N2CC(=O)Nc3ccccc32)cc1OC	1.6
79	CC(=O)N1Cc2cc(C(=O)NCc3cccc(F)c3)nc(-c3cccc(C4=CCCCC4)c3)c2[C@H]1CCO	-1.2
80	COCCCn1cc(CN(C)C2CN(Cc3cn(CCCOC)nn3)S(=O)(=O)C2)nn1 (configuration not stated)	-0.3
81	NC(=O)c1ccc(NCCc2ccco2)cc1	-0.4
82	COc1ccccc1NC(=O)COC(=O)Cn1c(C)csc1=O	-0.5
83	Cc1ccc(S(=O)(=O)N2[C@@H](CO)CO[C@H]2CC(=O)c2cccc3ccccc23)cc1	9.5
84	O=C(NCc1cccnc1)c1cc(C2CCCCN2S(=O)(=O)c2cccc3cccnc23)on1 (configuration not stated)	0.0
85	CC(=O)Oc1ccc(Cn2c(C)c(C(=O)NCc3cccc(C(F)(F)F)c3)sc2=O)cc1	1.8
86	CC(=O)N1CCN(Cc2cc(=O)oc3ccccc23)CC1	-3.0
87	O=C1OC(Cc2ccccc2)(c2ccccc2)c2ccccc21 (configuration not stated)	1.0
88	OC[C@@H]1CN(Cc2cccs2)C[C@H](n2cnc3c(NC4CCCC4)ncnc32)O1	-0.2
89	CCNC(=O)C1(C)CCN(C(=O)c2cc(F)ccc2C)C1 (configuration not stated)	-0.8
90	CN1OC[C@@H]2CN(C(=O)C(C)(C)C)[C@H](c3ccc(-n4ccnc4)cc3)C[C@@H]21	0.3
91	COCOCCn1cc(CN2CCS(=O)(=O)N(Cc3ccc(-c4ccc(OC)c(OC)c4)cc3)C(C)C2=O)nn1 (configuration not stated)	0.1
92	N#Cc1ccc(S(=O)(=O)NC[C@H]2O[C@@H](n3ccc(N)nc3=O)[C@H](O)[C@@H]2O)cc1	-2.0
93	O=C(NCC1CC1)c1cccc2c(-c3ccc(F)c(F)c3)coc12	-0.2
94	Cc1cccc(-c2ccc3[nH]c4c(c3c2)CCN2C[C@@H]([C@H](C)OC(=O)Nc3ccccc3C)[C@@H](N(C)C(=O)Nc3ccccc3C)C[C@@H]42)c1	-0.8
95	CCNC(=O)C1(C)CCCN(C(=O)Cc2ccc(OC)c(OC)c2)C1 (configuration not stated)	-0.1
96	O=C1NCCN1CCNc1nc(NCc2ccccc2)nc2ccsc12	0.8
97	CCC[C@H]1CN(Cc2cccnc2)C(=O)[C@@H]1CC(=O)Nc1ccc(Br)cc1	-1.3
98	COc1ccc(CCN2CC(C(=O)NCc3cn(C)nc3C)CCC2=O)cc1 (configuration not stated)	0.7
99	COc1ccc(Cc2c(-c3cccc(Cl)c3)nc3ccc(Cl)cn23)c(C)c1	0.5
100	CN(C)S(=O)(=O)c1cccc(C(=O)N2CCN(S(=O)(=O)c3ccc4c(c3)OCCO4)CC2)c1	0.1
101	C[C@H]1CN([C@@H](C)CO)C(=O)CCCn2cc(nn2)CO[C@@H]1CN(C)S(=O)(=O)c1ccc(Cl)cc1	0.2
102	CN(C(=O)CN1CCN(c2cc(-c3ccc(OCc4ccccc4)cc3)ncn2)CC1)c1ccccc1	2.1
103	Cc1cccc(NC(=O)c2nc[nH]c2C(=O)N[C@H](C)CO)c1	0.5
104	O=C(O)C1C=CCC(C(=O)O)C1 (configuration not stated)	-0.1
105	Cc1cccc(-n2c(C)nc3cc(C(=O)NCCN4CCOCC4)ccc32)c1	0.8
106	CCCOc1ccc(F)cc1-c1cc(C(=O)NCc2ccc(C(F)(F)F)cc2)[nH]n1	13
107	CCCc1nc2c3ccccc3ccn2c1Cc1cccc(F)c1	-1.2
108	CC1(C(=O)Nc2cccc(NS(C)(=O)=O)c2)Cc2c(-c3ccc(C(N)=O)cc3)ccnc2O1 (configuration not stated)	0.7

Some of the compounds tested; the hit share may differ from the screen's.
